DRD3 agonist – agonists of human D3 dopamine receptor | D3R DiscoveRx beta-arrestin cells, luminescence, 90 min | max activation, % | hit rate 0.58% among 410,000 | AID 652048; in the data active = max activation above about 30%; also: 0% is about no effect; mostly tested at two doses, the higher about 12 µM
Target sequence (P35462 whole entry, looked up): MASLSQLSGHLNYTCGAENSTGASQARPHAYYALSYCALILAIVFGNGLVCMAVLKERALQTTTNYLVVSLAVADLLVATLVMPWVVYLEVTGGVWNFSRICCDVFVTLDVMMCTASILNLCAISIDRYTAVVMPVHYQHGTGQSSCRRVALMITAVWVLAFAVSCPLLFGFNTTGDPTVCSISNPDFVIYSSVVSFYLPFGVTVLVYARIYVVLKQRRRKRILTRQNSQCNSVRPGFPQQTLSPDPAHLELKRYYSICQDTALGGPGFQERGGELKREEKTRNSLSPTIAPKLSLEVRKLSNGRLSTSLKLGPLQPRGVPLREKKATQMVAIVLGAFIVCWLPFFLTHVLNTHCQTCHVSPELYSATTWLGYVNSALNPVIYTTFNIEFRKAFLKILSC
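Agonist-mode cell screen: cells plated at 1500/well and incubated overnight at 37 °C, then exposed to library compounds for 90 min at 37 °C. Detection reagent was added for 30–60 min at room temperature, and luminescence was read.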
EPAC2 antag – antagonists of human EPAC2 | Q8WZA2 | EPAC2 GEF exchange of Rap1B-BODIPY-GDP, fluorescence | Potency, µM (doses to about 114 µM), without a hit: at the top dose activity, negative = inhibition, most hits filed as inhibitors | hit rate 0.18% among 360,000 | AID 720708; also: potency is read from the fitted curve at half-maximal effect; % is scaled to controls: 0 for no effect and ±100 for the full control effect; nearly all actives have a fitted effect of over 45% in size; many of its hits are not listed in these tables
Abeta rescue – A-beta toxicity reversal in yeast. yeast expressing A-beta42, growth rescue, OD600, 48 h; response scale: 0% DMSO, 100% iron-clioquinol control. AID 1347071. Potency, µM (titrated, usually from 46.1 µM), for the others: at the highest dose growth rescue, most hits filed as activators. hit rate 0.063% among 410,000; also: potency is read from the fitted curve at half-maximal effect; nearly all actives have a fitted effect of over 55% in size
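Yeast growth medium received pinned compounds, then yeast cells expressing toxic A-beta were added; plates incubated at 30 C for 48 hr. Growth read as absorbance at 600 nm, normalized to DMSO and equimolar FeCl3 plus clioquinol controls.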
TDP43 rescue – rescues yeast growth from TDP-43 toxicity; TDP-43 expressing yeast growth rescue, BacTiter-Glo, 24 h; Potency, µM (series often up to 46.1 µM), for inactives: at the highest dose growth rescue (activation), usual class: activators; hit rate 1.8% among 410,000; AID 652104; also: potency is read from the fitted curve at half-maximal effect; % of control where 0% means no effect; nearly all actives have a fitted effect of over 50% in size
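Yeast expressing TDP-43 (pregrown in raffinose, seeded at OD600=0.02 in galactose medium) exposed to compounds 24 hr at 30 deg C. Growth read by BacTiter-Glo luminescence; rescue of toxicity appears as increased signal.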
aSyn yeast inh – alpha-synuclein toxicity inhibition in yeast; Potency, µM (top dose mostly 46.1 µM), without a hit: top-dose growth rescue (activation), most hits filed as activators; Yeast expressing alpha-synuclein, growth rescue, BacTiter-Glo, 24 h; hit rate 0.14% among 370,000; AID 652106; also: potency is read from the fitted curve at half-maximal effect; % of control where 0% means no effect; nearly all actives have a fitted effect of over 65% in size
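Screening used galactose-induced yeast with toxic alpha-synuclein levels, exposed to compound for 24 hr at 30 deg C. Cell growth, read with BacTiter-Glo luminescence, gave the measured signal.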
D3 antag – blocks the human D3 dopamine receptor; P35462; D3R cells, DiscoveRx beta-arrestin luminescence, antagonist mode; stronger effect = lower value; max response, negative = inhibition, %; hit rate 2.5% among 360,000; AID 652054; in the data active = max response below about -50%; inconclusive = no clear call, values can overlap the other calls; also: % is scaled to controls: 0 for no effect and ±100 for the full control effect; mostly tested at two doses, the higher about 12 µM
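Cells plated overnight at 1500 cells/well, then exposed to library compounds with dopamine controls for 90 minutes at 37 degrees C. DiscoveRx reagent added for 30–60 minutes at room temperature; luminescence read, quantitative HTS format.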
EPAC2 ag – agonists of human EPAC2 (RAPGEF4) | Q8WZA2 | EPAC2 activation, biochemical qHTS; response scale: 100% = 6.5 mM cAMP response | Potency, µM (top dose mostly 154 µM), inactives show at the highest dose activation, hits mostly activators | hit rate 0.079% among 360,000 | AID 720711; also: potency is read from the fitted curve at half-maximal effect; nearly all actives have a fitted effect of over 50% in size
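Exchange assay: 100 nM EPAC2 with 250 nM Rap1B-BODIPY-GDP and 50 uM GDP. Fluorescence (ex 480/em 540 nm) read every 5 min for 30 min at room temperature. Data normalized to 6.5 mM cAMP as agonist control.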
FUS yeast rescue – suppressors of FUS proteinopathy in yeast | S. cerevisiae FUS-expressing, growth rescue, OD600, 24 h | Potency, µM (top dose mostly 76.6 µM), for the others: at the top dose growth rescue (activation), actives largely listed as activators | hit rate 0.24% among 390,000 | AID 1347120;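 also: potency is read from the fitted curve at half-maximal effect; plate controls were DMSO vehicle for no effect and reference control for full effect; nearly all actives have a fitted effect of over 55% in size; some results filed as inactive show a strong effect at the top dose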
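Read-out: OD at 600 nm after 24hr at 30C, reporting rescue of FUS-induced yeast toxicity. Cells at OD 0.005 in galactose (2%) minimal medium; compounds tested in a dilution series; CP55940 titration from 92uM final as control.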
Active calls of the source: *; ? = inconclusive; . = no result given; [ ] = another dose, or the depositor's remark. Unless noted, calls follow the shape of the dose curve; as a rule, active = well fitted curve in the direction sought with a large enough effect; inconclusive = small, poorly fitted or top-dose-only effect, or another doubt; inactive = no such curve, though single readings can be large; an effect the other way counts as inactive or inconclusive. The list is partial; rates above refer to the full screens.

SMILES	DRD3 agonist	EPAC2 antag	Abeta rescue	TDP43 rescue	aSyn yeast inh	D3 antag	EPAC2 ag	FUS yeast rescue
CC(Nc1nc(-c2ccc(F)cc2)cs1)c1nc2cc(Cl)c(Cl)cc2n1CCOCCO (stereo unspecified)	-3	6%	5%	?	7%	1	6%	26%
COc1ccc(C(=O)/C=C/c2ccc(O)cc2)c(O)c1C/C=C(\C)CCC=C(C)C	7	-4%	-7%	0%	18%	0	-11%	35%
CN1CCN(C(=O)c2ccc3c(c2)OCCO3)CC1	0	0%	-2%	-26%	4%	-2	0%	11%
CCOc1cc(/C=N/NC(=O)c2cccc(S(=O)(=O)N3CCOCC3)c2)ccc1OCC(=O)N(C)C	7	5%	-3%	1%	-10%	9	1%	14%
O=C(O)Cn1c2c(c3ccccc31)CSc1ccc(Cl)cc1-2	-12	-2%	-21%	-13%	1%	0	2%	-3%
COC(=O)c1ccc2c(=O)n(CC3CCCO3)c(SCC(=O)NCCc3ccc(S(N)(=O)=O)cc3)nc2c1 (stereo unspecified)	6	9%	8%	-16%[0.397 µM]	7%	-3	-1%	19%
CCOc1cccc(C(=O)NC(=S)Nc2ccc(N3CCCC3)cc2)c1	3	-11%	-5%	5%	-1%	-5	4%	6%
CC(C)C[C@@H](C(=O)NC1CCN(Cc2ccccc2)CC1)N1C(=O)N2CCc3c([nH]c4ccccc34)[C@@]2(C)C1=O	-34	-20%	6%	0%	-4%	-15	4%	20%
COc1ccc(N(Cc2ccccc2)N=O)cc1	-20	?	-4%	-9%[1.82 µM]	-3%	5	11%	3%
O=C(CCNC(=O)Cn1ccc2ccccc2c1=O)NCC1CCCC1c1ccccc1 (stereo unspecified)	-2	0%	1%	-6%	-2%	0	-5%	3%
CCC(C(=O)NC(C)(C)C)N(C(=O)Cn1nnc(-c2ccccc2F)n1)c1cccc2c1CCCC2 (stereo unspecified)	-2	0%	0%	-23%	-2%	-4	5%	29%
COC(=O)c1ccc(NC(=S)NC2CC(C)(C)NC(C)(C)C2)cc1	1	-4%	18%	17%	-1%	28	-2%	.
Cc1cccc(OCCC(=O)NCC(c2ccco2)N2CCCCC2)c1 (stereo unspecified)	-5	10%	-10%	-3%	0%	0	-1%	10%
O=C(NCc1ccco1)c1cnn2c(C(F)(F)F)cc(-c3cccs3)nc12	1	5%	-2%	9%	0%	-2	7%	-13%
COC(=O)c1sccc1NC(=S)Nc1ccc(OC)cc1	-3	3%	-16%	?	-2%	-19	-3%	-5%
COc1cc(C(=O)NCc2ccncc2)cc(Br)c1OCc1ccccc1	-11	-28%	-11%	-11%	-1%	-26	18%	6%
O=C(CCCn1c(=O)[nH]c2ccc(Br)cc2c1=O)N1CCN(c2cccc(Cl)c2)CC1	11	.	-13%	-7%	.	.	.	26%
COCCN(C(=O)CCC(=O)Nc1ccccn1)C(C(=O)NC1CCCC1)c1ccc(OC)cc1 (stereo unspecified)	7	3%	32%	2%	0%	23	-7%	-11%
CCOc1ccccc1Oc1nc(-c2ccccc2O)nc2ccccc12	-5	-19%	12%	5%	2%	15	3%	32%
CCC(CC)C(=O)N(C)c1c(C)nc2c(OCc3ccc(OC(F)F)cc3)cccn12	1	?	13%	20%	-2%	1	-3%	27%
COc1ccc(-c2nn(-c3ccccc3)cc2C(=O)Nc2cccc(S(=O)(=O)NC3=NCCC3)c2)cc1	4	3%	6%	23%	2%	11	18%	43%
CN(C)CCCNc1nc2cc(-c3ccc(F)cc3)sc2c(=O)n1C	-16	2%	-20%	-11%	1%	-6	5%	-3%
COc1ccc(C(=O)/C=C/N(C)C)cc1OC	1	6%	-74%[inhibitor]	-16%	?	2	2%	-12%
CCN(C(=O)CSc1nc2ccccc2c(=O)n1-c1cccc(C)c1)C1CCS(=O)(=O)C1 (stereo unspecified)	3	2%	-2%	13%	18%	11	4%	7%
O=C(COc1ccccc1)Nc1ccc(-c2nnc(-c3ccco3)o2)cc1	0	4%	20%	0%	4%	14	-2%	15%

Record cards, as listed above.
`COc1cc(C(=O)NCc2ccncc2)cc(Br)c1OCc1ccccc1` is entered as DRD3 agonist: -11; EPAC2 antag: -28%; Abeta rescue: -11%; TDP43 rescue: -11%; aSyn yeast inh: -1%; D3 antag: -26; EPAC2 ag: 18%; FUS yeast rescue: 6%
`CC(Nc1nc(-c2ccc(F)cc2)cs1)c1nc2cc(Cl)c(Cl)cc2n1CCOCCO` (stereo unspecified) is entered as DRD3 agonist: -3; EPAC2 antag: 6%; Abeta rescue: 5%; TDP43 rescue: ?; aSyn yeast inh: 7%; D3 antag: 1; EPAC2 ag: 6%; FUS yeast rescue: 26%
`CCC(C(=O)NC(C)(C)C)N(C(=O)Cn1nnc(-c2ccccc2F)n1)c1cccc2c1CCCC2` (stereo unspecified) is entered as DRD3 agonist: -2; EPAC2 antag: 0%; Abeta rescue: 0%; TDP43 rescue: -23%; aSyn yeast inh: -2%; D3 antag: -4; EPAC2 ag: 5%; FUS yeast rescue: 29%

Going on with the list.
SMILES	DRD3 agonist	EPAC2 antag	Abeta rescue	TDP43 rescue	aSyn yeast inh	D3 antag	EPAC2 ag	FUS yeast rescue
O=C(NCCN1C(=O)S/C(=C\c2cccnc2)C1=O)C1=NN(c2ccccc2)C(=O)CC1	-7	12%	-11%	?	10%	-19	10%	?
CCOc1ccccc1C(=O)Nc1ccc(C(=O)c2ccccc2)cc1	7	3%	-5%	7%	0%	9	23%	-11%
C/C(=N\NC(=O)C1CC1)c1ccc(C(C)(C)C)cc1	1	-5%	7%	10%	2%	6	-4%	7%
Cc1ccc(S(=O)(=O)N(C)c2ccccc2)cc1	2	8%	1%	15%	3%	-19	11%	-5%
COc1ccc(-c2cnn3cc(-c4cccc(Cl)c4)cnc23)cc1	3	15%	-3%	7%	-3%	4	3%	-28%
COc1ccc(-c2c3c(cc(C)[n+]2[O-])oc2ccc(OC)cc23)cc1	8	-3%	-2%	?	12%	9	-2%	.
COc1ccc(-c2nc(C)c(CCNC(=O)c3ccccc3Br)s2)cc1OC	1	.	-22%	11µM*	.	.	.	21%
CCN(CC(=O)Nc1c(F)cccc1F)C(=O)c1cc(C)oc1C	5	19%	2%	18%	4%	18	-7%	-9%
COc1ccc(NC(=O)Nc2ccc3oc(C)nc3c2)cc1	-3	-5%	8%	-6%	0%	-5	4%	-2%
Cc1cccc(C)c1NC(=O)C(NC(=O)c1ccccn1)c1ccccc1[N+](=O)[O-] (stereo unspecified)	4	-1%[57.1 µM]	-8%	1%	4%	10	6%	26%
O=c1c(-c2ccco2)nc2ccccc2n1C(c1ccccn1)c1nc2ccccc2[nH]1 (stereo unspecified)	-1	-16%	-4%	20%	-8%	1	5%	43%
O=C1c2ccccc2COc2ccc(O)cc21	0	0%	-3%	-1%	8%	?	-3%	-5%
CCCc1cnc(Nc2nc(C(N)Cc3ccc(C(F)(F)F)cc3)cs2)nc1 (stereo unspecified)	3	18%	18%	0%	-22%	54	-2%	31%
C=CCOc1c(Br)cc(CNc2nccs2)cc1OC	0	-4%	22%	21%	-1%	?	19%	17%
COc1ccc2cc(CCNC(=O)C3CC3)c(=O)[nH]c2c1	3	7%	7%	0%	1%	-9	2%	.
COc1ccc(OC)c(CCNC(=O)c2cc3c(-c4ccccc4F)nn(C)c3s2)c1	16	.	16%	14%	.	.	.	?
COc1ccc(/C(O)=C2/C(=O)C(=O)N(CCCN3CCOCC3)C2c2ccc(Cl)cc2)cc1 (stereo unspecified)	1	0%	-18%	-7%	2%	2	1%	-5%
CCn1c(CC(=O)Nc2ccc(F)cc2)nnc1SCC(=O)Nc1nnc(C)s1	5	-6%	-5%	-24%	1%	4	-20%	-11%
Cn1ccnc1SCC(=O)Nc1cccc(S(=O)(=O)N2CCCCCC2)c1	1	-9%	-15%	0%	-2%	1	6%	17%
CCC(C)NC(=O)c1cc(Cl)c(NC(=O)C2=C(C)OCCS2)cc1OC (stereo unspecified)	-3	-8%	-2%	7%	-8%	10	12%	10%
CCc1nnc(NS(=O)(=O)c2ccc(NC(=O)c3ccccc3OC)cc2)s1	-2	6%	.	0%	0%	-7	12%	15%
CCCNC(=O)c1nn2cc(Br)cnc2c1Cl	-4	9%	-15%	-1%	13%	10	-4%	-28%
Cc1c(NC(=O)c2c(N)sc3c2CCCC3)c(=O)n(-c2ccccc2)n1C	-4	8%	-3%	-4%	4%	-1	-4%	36%
Cc1cccc(Nc2nnc(SCC(=O)Nc3cccc(S(=O)(=O)N4CCCCC4)c3)s2)c1	-8	-15%	19%	-7%	-4%	-15	10%	?
Cc1ccc(S(=O)(=O)N(C)C)cc1NC(=O)C(C)OC(=O)C1CCCCC1 (stereo unspecified)	1	8%	7%	3%	-10%	15	3%	14%
COc1ccc(-n2c(=O)[nH]cc(C(=O)Nc3ccc(NC(C)=O)cc3)c2=O)cc1	8	5%	15%	6%	-2%	12	8%	6%
C=CCNC(=O)c1c(N)n(-c2cccc(S(N)(=O)=O)c2)c2nc3ccccc3nc12	-2	-7%	17%	11%	0%	0	-17%	18%
COc1ccc(C(=O)NC(=S)Nc2ccccc2N2CCN(S(C)(=O)=O)CC2)cc1OC	35*	6%	-3%	-23%	-1%	24	5%	15%
CCC(=O)NNc1ncnc2ccccc12	1	0%[57.1 µM]	-5%	2%	3%	10	9%	-31%

Taken from above:
For EPAC2 antag, `COc1ccc2cc(CCNC(=O)C3CC3)c(=O)[nH]c2c1` is listed with 7%
For FUS yeast rescue, `CCC(CC)C(=O)N(C)c1c(C)nc2c(OCc3ccc(OC(F)F)cc3)cccn12` is listed with 27%
For FUS yeast rescue, `CCN(C(=O)CSc1nc2ccccc2c(=O)n1-c1cccc(C)c1)C1CCS(=O)(=O)C1` (stereo unspecified) is listed with 7%

A stretch from the list above, for reference:
SMILES	DRD3 agonist	EPAC2 antag	Abeta rescue	TDP43 rescue	aSyn yeast inh	D3 antag	EPAC2 ag	FUS yeast rescue
O=C(NCCN1C(=O)S/C(=C\c2cccnc2)C1=O)C1=NN(c2ccccc2)C(=O)CC1	-7	12%	-11%	?	10%	-19	10%	?
CCOc1ccccc1C(=O)Nc1ccc(C(=O)c2ccccc2)cc1	7	3%	-5%	7%	0%	9	23%	-11%

Screening results: PubChem, National Center for Advancing Translational Sciences (NCATS)
